APJ antagonist – antagonists of human apelin receptor APJ, primary screen, CHO-K1 cells, beta-arrestin complementation, luminescence | AID 2521, 2010 | inhibition, % at 20 µM | 330,000 tested, 0.32% active | P35414;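 active = inhibition above about 40% at 20 µM, limit read from the data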;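 note: cells challenged with 10 nM apelin-13 agonist together with compound; plate controls were apelin-13 plus DMSO wells for no effect and DMSO wells lacking apelin-13 for full effect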
UPR XBP1 act – activators of adaptive XBP1 UPR arm, primary screen, cell-based, CHO-XBP1 luciferase reporter, luminescence, uHTS; IRE1-XBP1 UPR activation; percent of tunicamycin response, DMSO as zero; AID 463104, 2010; 330,000 tested, 0.33% active; activation, % at 20 µM;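 active = versus positive control, 20 µM dose yields 30% or more activation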;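 note: 100% = tunicamycin at 10 µg/mL and 0% = DMSO only wells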
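Material: CHO-XBP1 cells stably carrying IRE1-XBP1-driven luciferase reporter | Medium: F12 with 10% serum | Compound dosing: 20 µM single concentration, DMSO 1% | Incubation: Overnight seeding at 37 °C, 6 h compound treatment at 37 °C | Detection: Steady-Glo luminescence read | Read-out basis: % activation of reporter signal versus tunicamycin and DMSO controls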
Mdm2-MdmX inh – inhibitors of human Mdm2-MdmX association, primary screen, cell-based, luminescence, split luciferase, SaOS-2, uHTS. 330,000 tested, 3% active. SaOS-2 split-luciferase Mdm2/MdmX complementation. Protein Mdm4 (Homo sapiens) + E3 ubiquitin-protein ligase Mdm2 (Homo sapiens), …. inhibition, % at 8 µM. AID 485346, 2010;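 active = inhibition of at least 50% at 8 µM in the primary screen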
Target sequence (O15151 whole entry, looked up): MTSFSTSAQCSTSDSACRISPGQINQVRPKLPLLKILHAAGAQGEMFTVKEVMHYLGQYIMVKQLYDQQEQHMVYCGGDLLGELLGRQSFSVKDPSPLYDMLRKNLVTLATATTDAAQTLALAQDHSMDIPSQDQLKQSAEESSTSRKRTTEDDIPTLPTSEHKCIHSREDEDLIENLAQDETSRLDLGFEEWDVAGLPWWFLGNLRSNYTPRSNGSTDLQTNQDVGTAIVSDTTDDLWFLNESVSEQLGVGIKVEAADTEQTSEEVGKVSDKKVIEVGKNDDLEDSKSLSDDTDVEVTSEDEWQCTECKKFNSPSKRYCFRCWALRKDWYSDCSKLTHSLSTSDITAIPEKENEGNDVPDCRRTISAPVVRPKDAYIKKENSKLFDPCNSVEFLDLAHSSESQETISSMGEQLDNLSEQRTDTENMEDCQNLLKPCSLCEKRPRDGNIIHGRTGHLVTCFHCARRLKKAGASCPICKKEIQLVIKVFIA
Target sequence (Q00987 whole entry, looked up): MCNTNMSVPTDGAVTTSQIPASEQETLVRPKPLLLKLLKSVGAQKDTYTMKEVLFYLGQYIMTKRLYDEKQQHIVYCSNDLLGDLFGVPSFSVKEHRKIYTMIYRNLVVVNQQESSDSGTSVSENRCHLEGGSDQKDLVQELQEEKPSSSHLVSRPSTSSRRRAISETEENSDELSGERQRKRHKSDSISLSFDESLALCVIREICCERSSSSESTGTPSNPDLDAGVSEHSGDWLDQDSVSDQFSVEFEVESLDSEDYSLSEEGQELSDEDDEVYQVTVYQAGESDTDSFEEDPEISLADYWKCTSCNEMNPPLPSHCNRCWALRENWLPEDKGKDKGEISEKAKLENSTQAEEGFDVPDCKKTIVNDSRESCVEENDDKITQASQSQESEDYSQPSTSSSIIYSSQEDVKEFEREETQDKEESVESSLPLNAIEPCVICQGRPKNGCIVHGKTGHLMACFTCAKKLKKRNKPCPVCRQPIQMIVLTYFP
Jurkat NFkB inh – inhibitors of induced NF-kB luciferase reporter, primary screen, TCR NF-kB activation inhibitor project, cell-based, luminescence, uHTS | inhibition, % at 4 µM | Jurkat, PMA/ionomycin-induced NF-kB luciferase reporter | AID 435003, 2010 | 330,000 tested, 0.53% active; in the data active = inhibition above about 50%
CHOP UPR activ – activators of apoptotic CHOP UPR arm, primary screen, cell-based, CHO-CHOP luciferase reporter, luminescence, uHTS | activation, % at 10 µM | AID 449763, 2010 | 330,000 tested, 0.34% active | UPR activation; percent of tunicamycin response over DMSO baseline;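 active = at 10 µM dose, activation of 40% or more, normalized to positive control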;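 note: 100% = tunicamycin at 10 µg/mL and 0% = DMSO alone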
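Test system: CHO-CHOP cells, stable luciferase reporter of PERK-eIF2a-CHOP signalling | Quantity: 500 CHO-CHOP cells per well | Buffer or medium: F12 plus 10% serum | Compound dosing: 10 µM single point, 0.5% DMSO | Schedule: 6 h compound treatment, 37 °C | Signal: Luciferase luminescence | Control set: Tunicamycin high control, DMSO low control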
697 NFkB inh – inhibitors of PMA/ionomycin-induced NF-kB reporter, 697 cells, primary screen, B-cell NF-kB inhibitor project, cell-based, luminescence, uHTS; inhibition, % at 4 µM; 697 B-cell NF-kB luciferase reporter, 16 h; 330,000 tested, 0.33% active; AID 435022, 2010; in the data active = inhibition above about 35%
APJ agonist – agonists of human apelin receptor APJ, primary screen, CHO-K1 cells, PathHunter beta-arrestin, luminescence; 0% DMSO wells, 100% apelin; P35414; 330,000 tested, 0.11% active; activation, % at 20 µM;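 active = activation more than six SD over the plate average, tested at 20 µM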;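 note: 0% = DMSO alone and 100% = apelin-13 at 10 nM; some results filed as inactive read as strong as hits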
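Assay system: CHO-K1 APJ beta-arrestin complementation cell line / Compound: single test compound dose, 20 µM final, 1% DMSO / Times: overnight seeding, 90 min compound at 25 °C, 1 h detection / Technique: beta-gal luminescence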
tim23-1 inh – growth inhibitors of tim23-1 mutant yeast, primary screen, luminescence, uHTS. S. cerevisiae tim23-1 growth, BacTiter-Glo luminescence, 24 h. inhibition, % at 20 µM. 330,000 tested, 1.3% active. AID 463212, 2010;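 active = growth inhibition of the mutant yeast at or above 50%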;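 note: temperature-sensitive mutant grown at 25 °C; plate controls were DMSO-treated mutant yeast for no effect and medium wells lacking yeast for full effect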
* = called active by the depositor.

SMILES	APJ antagonist	UPR XBP1 act	Mdm2-MdmX inh	Jurkat NFkB inh	CHOP UPR activ	697 NFkB inh	APJ agonist	tim23-1 inh
CCOc1ccccc1Oc1c(C)oc2c(CN3CCN(CCO)CC3)c(O)ccc2c1=O	8.1	0.5	1.2	-22.4	-2.9	6.9	-3.1	12.0
Cc1ccc(C(=O)CN2C(=O)NC3(CCc4ccccc43)C2=O)s1 (stereo not given)	2.1	1.6	-20.6	-13.8	3.4	-12.2	-2.4	6.1
CCOc1ccccc1NC(=O)CSc1nc2ccccc2c(=O)n1CC1CCCO1 (stereo not given)	-1.8	0.4	5.3	1.0	-1.5	10.8	-1.1	22.8
Cn1c2ccccc2c2cc(C(=O)NNS(=O)(=O)c3ccc(F)cc3)sc21	-18.6	-1.5	10.1	4.1	-1.2	6.6	-9.1	-3.5
CCN1C(=O)/C(=C\c2ccco2)C(C(=O)OC)=C1C	-0.8	4.0	7.9	-2.5	-2.8	8.2	-5.6	15.0
CC(C)CCNc1cc(=O)n(C)c(=O)n1C	20.6	-2.2	7.4	3.6	-0.1	24.8	-2.5	8.7
CCN(CC)S(=O)(=O)c1ccc(N2CCCC2)c(NC(=O)c2nn(C)c(=O)c3ccccc23)c1	-2.0	-0.7	32.2	-0.8	4.0	12.9	0.3	10.4
O=C(O)c1ccc(-c2ccc(/C=C3\NC(=O)N(Cc4ccc(Cl)cc4)C3=O)o2)cc1Cl	2.8	-0.7	-5.5	2.8	0.0	-0.2	-2.8	10.6
Cc1cc(C(F)F)n2nc(C(=O)Nc3sc4c(c3C#N)CCC4)nc2n1	2.8	-2.0	-5.3	-28.3	3.5	7.7	-2.0	27.7
CC(C)(C)NC(=O)COc1ccccc1C#N	8.9	-2.7	20.7	-5.0	-0.9	3.7	-2.7	-7.8
COc1cccc(C(C(=O)NC(C)(C)C)N(CC(C)C)C(=O)CCC(=O)Nc2cc(C)on2)c1OC (stereo not given)	-15.3	-6.1	-2.2	-16.4	0.8	6.2	-3.0	5.4
O=C1NC(=O)C(CC(=O)N(Cc2cccs2)C2(C(=O)NC3CCCC3)CCCCC2)N1 (stereo not given)	-13.2	-1.7	0.8	11.0	-0.2	12.2	-3.6	-5.3
NS(=O)(=O)c1ccc2c(c1)oc(=O)c1cc(S(N)(=O)=O)ccc12	-4.4	-3.3	8.0	-2.5	-0.6	12.7	-2.1	6.6
COC(=O)c1cc(OC)c(OC)cc1NC(=S)N1CCN(c2ccccn2)CC1	23.3	0.3	-17.0	-6.8	0.8	2.2	-1.6	8.0
Cc1ccc(NC(=O)C2CCCN2C(=O)NCc2ccccc2)cc1 (stereo not given)	1.0	-1.5	2.2	6.4	1.6	1.6	-4.8	2.1

Grouped by structure, the entries above with fluorine (2)
SMILES	APJ antagonist	UPR XBP1 act	Mdm2-MdmX inh	Jurkat NFkB inh	CHOP UPR activ	697 NFkB inh	APJ agonist	tim23-1 inh
Cn1c2ccccc2c2cc(C(=O)NNS(=O)(=O)c3ccc(F)cc3)sc21	-18.6	-1.5	10.1	4.1	-1.2	6.6	-9.1	-3.5
Cc1cc(C(F)F)n2nc(C(=O)Nc3sc4c(c3C#N)CCC4)nc2n1	2.8	-2.0	-5.3	-28.3	3.5	7.7	-2.0	27.7

The listing picks up with the three entries that preceded the break.
SMILES	APJ antagonist	UPR XBP1 act	Mdm2-MdmX inh	Jurkat NFkB inh	CHOP UPR activ	697 NFkB inh	APJ agonist	tim23-1 inh
NS(=O)(=O)c1ccc2c(c1)oc(=O)c1cc(S(N)(=O)=O)ccc12	-4.4	-3.3	8.0	-2.5	-0.6	12.7	-2.1	6.6
COC(=O)c1cc(OC)c(OC)cc1NC(=S)N1CCN(c2ccccn2)CC1	23.3	0.3	-17.0	-6.8	0.8	2.2	-1.6	8.0
Cc1ccc(NC(=O)C2CCCN2C(=O)NCc2ccccc2)cc1 (stereo not given)	1.0	-1.5	2.2	6.4	1.6	1.6	-4.8	2.1
Cc1c(CC(=O)N2CCC(C(N)=O)CC2)c(=O)oc2cc3c(cc12)CCC1(CCCCC1)O3	18.3	3.1	15.5	-16.5	2.8	-24.4	-1.3	9.2
c1ccc(Nc2ccc3c4c(cccc24)CC3)cc1	6.6	-0.7	33.7	-8.6	-2.3	-26.7	-2.0	12.3
CCOC(=O)N1CCN(CC(=O)N2c3ccccc3Sc3ccccc32)CC1	10.0	-4.3	-3.1	-3.9	1.9	1.3	-4.0	34.6
CCN(CC)c1ccc2cc(C(N)=O)c(=O)oc2c1	-12.3	1.3	7.4	-17.9	5.7	-31.4	0.6	26.4
CCCNC(=O)C1CCCN(S(=O)(=O)c2ccc3c(c2)CC(C)N3C(=O)C2CC2)C1 (stereo not given)	-67.3	-2.6	16.4	7.1	-3.0	-9.1	-1.4	-3.7
CN(C(=O)COC(=O)CCC(=O)c1ccccc1)c1c(N)n(Cc2ccccc2)c(=O)[nH]c1=O	-52.3	0.8	-18.1	-5.8	-0.3	-7.5	11.2	13.2
O=C(Nc1ccc(F)cc1F)c1cncc(Br)c1	3.7	1.6	-13.6	8.8	1.3	4.4	2.0	4.0
C=CCn1c(SCC(=O)Nc2cc(C)on2)nc2sc(C)c(C)c2c1=O	12.0	2.4	51.1*	6.4	0.0	1.6	-5.0	-12.4
CC(C)N=C1NN=C(c2cccs2)C(CC(=O)O)S1 (stereo not given)	3.7	-1.8	14.4	-2.9	1.1	12.4	-2.5	12.7
COC(=O)c1ccc(COc2ccc3c(C)c(C)c(=O)oc3c2)o1	10.0	-0.2	17.0	8.1	3.1	-15.9	-5.1	14.2
CS(=O)(=O)N1CCCC(C(=O)NCCN2CCC(Cc3ccccc3)CC2)C1 (stereo not given)	-23.7	-0.3	21.4	12.2	2.3	2.3	-3.8	-12.1
COc1ccc(C(=O)NNC(=O)CSc2nc3c(c(=O)n(C)c(=O)n3C)n2C)cc1	-3.8	2.0	-14.5	-15.6	1.0	23.5	-0.8	14.6
CCn1c(=O)cc(SCC(=O)NCCCN2CCN(c3ccccc3F)CC2)c2ccccc21	11.2	-3.7	38.9	6.6	-0.2	26.3	0.8	8.9
CCOC(=O)c1nn(-c2ccc3c(c2)CCN3C(C)=O)cc1O	-0.3	-7.4	31.4	-31.9	-5.4	36.3*	-3.1	-17.4
C=CCSc1ncnc2sc(C)c(C)c12	-0.6	1.0	0.9	7.2	-2.2	-5.3	-3.0	-2.1
N#Cc1ccc(C23CC4(C2)[C@H](CN(Cc2ccc(-c5ccccc5)cc2)[C@@H]4c2ccccc2)C3c2ccc(Cl)nc2)cc1 (stereo not given in full)	-14.2	3.4	-20.5	15.0	0.3	9.7	-1.4	23.3
O=C(CC1C(=O)NCCN1Cc1ccc(-c2ccccc2)cc1)NCCCn1cccn1 (stereo not given)	-21.4	0.2	-3.9	-8.1	-0.5	-14.1	-1.7	25.4
CCn1c(O)c(N=NC(=O)c2cccs2)c2ccccc21	14.3	7.4	1.0	-13.0	6.8	-27.1	-2.2	12.8
O=C(OCCCC(=O)N1CCOCC1)c1ccccc1	2.2	-0.5	-2.5	-14.4	-0.9	-21.2	-9.2	11.1
C/C(=N\NC(=O)c1cccc(S(=O)(=O)N2CCCC2)c1)c1ccco1	-1.0	3.1	-22.7	10.6	3.4	12.5	-4.1	14.2
CC1CC1C(=O)OCC(=O)Nc1cccc([N+](=O)[O-])c1 (stereo not given)	16.0	2.6	7.3	0.0	0.2	5.0	-3.6	11.1
O=C(OCc1cccc([N+](=O)[O-])c1)c1ccc2ccccc2n1	9.7	-1.6	13.1	6.0	0.2	11.2	-3.7	23.4
O=C(OCC(=O)N1CCCc2ccccc21)c1cc(Cl)ccc1O	10.1	-1.0	-14.1	5.1	0.4	-16.3	3.8	12.1
COc1ccc(OC)c(-n2c(=S)[nH]c3cc(C(=O)N4CCC(C(N)=O)CC4)ccc3c2=O)c1	14.8	-0.2	7.0	-0.4	-0.5	-9.1	-0.3	6.4
Cc1cccc(NCC(=O)N/N=C/c2cccc(Br)c2)c1	-13.7	3.6	18.3	-5.0	0.9	17.8	-3.4	0.7
COc1ccc(NC(=O)C(=O)N2N=C(C(C)C)CC2(O)C(F)(F)F)cc1 (stereo not given)	-2.1	-3.9	-10.0	-11.9	-1.5	2.9	-2.6	7.5
O=S(=O)(NC1=NCCC1)c1cccc(NC(=S)Nc2ccc(OC(F)F)cc2)c1	13.6	0.9	26.2	12.5	0.8	10.6	-7.6	9.0
CC(C)N(CCNC(=O)C1CCC(=O)N1Cc1ccc(F)cc1)Cc1ccccc1 (stereo not given)	0.9	-4.7	8.9	-19.8	-3.8	-3.6	0.7	16.7
O=C(NN/C(=N/S(=O)(=O)c1ccc(Cl)cc1)c1ccccc1)c1cccc(Cl)c1	2.4	-1.8	-113.1	-112.9	5.6	-141.6	-2.5	10.7
CCOC(=O)N1CCN(CCC(=O)Nc2cc(C)ccc2C)CC1	2.6	-4.5	23.6	-0.3	1.1	-0.8	-3.0	6.1
COc1ccc([N+](=O)[O-])cc1N(CC(=O)NC1CCCCC1)S(C)(=O)=O	-15.7	1.1	-10.7	-3.4	1.1	1.2	2.3	18.2
COC(=O)c1c(-c2ccccc2Cl)noc1/C=C/N(C)C	19.8	-2.5	29.2	-7.6	-1.7	-22.2	0.4	35.0
CCOc1ccc(C(=O)NCCCCNC(=O)c2ccc(OCC)cc2)cc1	-25.0	-1.4	-22.8	-54.5	3.6	-47.0	0.7	-2.8

Results in CHOP UPR activ, Mdm2-MdmX inh and tim23-1 inh (2 entries from above):
canonical_smiles,CHOP UPR activ,Mdm2-MdmX inh,tim23-1 inh
Cc1cccc(NCC(=O)N/N=C/c2cccc(Br)c2)c1,0.9,18.3,0.7
C/C(=N\NC(=O)c1cccc(S(=O)(=O)N2CCCC2)c1)c1ccco1,3.4,-22.7,14.2

Assay outcomes: PubChem, Sanford-Burnham Center for Chemical Genomics
